# Assay outcomes from PubChem BioAssay.
# Epigenetic derep – epigenetic control regulation, reporter derepression; Potency, µM (doses to about 53.9 µM), for inactives: at the top dose GFP activation, usual class: activators; 280,000 compounds, 0.2% hits; murine LDR cells, GFP reporter derepression, 30 h; further: potency means the concentration at half of the fitted maximal effect; % of control where 0% means no effect; nearly all actives have a fitted effect of over 60% in size
#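 Derepression of a silenced CMV-GFP reporter in murine LDR cells is scored by enumerating GFP-positive cells with a laser-scanning microplate cytometer after 30 hours of treatment at 37 C.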
# NPSR antagonist – neuropeptide S receptor (human) antagonism, cAMP. Potency, µM (titrated, usually from 38.3 µM), inactives show at the top dose activity change, negative = inhibition, most hits filed as inhibitors. 220,000 compounds, 1% hits. AID 1461. CHO-NPSR cells, cAMP TR-FRET, antagonist mode; further: potency means the concentration at half of the fitted maximal effect; on the % scale 0 is the no-effect control and ±100 the full control effect; nearly all actives have a fitted effect of over 50% in size; many of its hits are not listed in these tables
# Target sequence (Q6W5P4 whole entry, looked up): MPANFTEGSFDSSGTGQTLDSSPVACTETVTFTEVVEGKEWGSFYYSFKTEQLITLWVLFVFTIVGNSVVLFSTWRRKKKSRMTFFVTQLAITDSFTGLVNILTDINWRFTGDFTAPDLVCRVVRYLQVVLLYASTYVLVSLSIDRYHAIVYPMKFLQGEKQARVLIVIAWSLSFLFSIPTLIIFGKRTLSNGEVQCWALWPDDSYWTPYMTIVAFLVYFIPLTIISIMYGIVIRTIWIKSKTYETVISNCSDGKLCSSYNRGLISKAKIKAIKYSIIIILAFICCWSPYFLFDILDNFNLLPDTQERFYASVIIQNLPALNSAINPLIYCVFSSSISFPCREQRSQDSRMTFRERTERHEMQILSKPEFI
# Luc counter – Kinase-Glo luciferase inhibition (counter-screen). Kinase-Glo luciferase, ATP luminescence, 8 min. 200,000 compounds, 0.28% hits. Q27757. Potency, µM (titrated, usually from 38.3 µM), for inactives: at the highest dose activity change, negative = inhibition, actives largely listed as inhibitors; further: potency means the concentration at half of the fitted maximal effect; on the % scale 0 is the no-effect control and ±100 the full control effect; nearly all actives have a fitted effect of over 60% in size
#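 Recombinant Kinase-Glo luciferase, 10 uM ATP (linear range), luciferin; imidazole pH 7.2 / KCl / MgCl2 / Tween / BSA buffer; 8 min RT; luminescence.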
# IMPase Li cell – membrane-permeable IMPase blocker, potentiated with lithium; CHO-M1 cells, IP1 TR-FRET (IP-One), carbachol + lithium; Potency, µM (doses to about 59.4 µM), without a hit: at the top dose activity, negative = IMPase inhibition, usual class: inhibitors; 210,000 compounds, 0.35% hits; AID 1457;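 further: IP1 builds up when IMPase is blocked and the TR-FRET signal falls; potency means the concentration at half of the fitted maximal effect; plate controls were basal vehicle for no effect and high inhibitor control for full effect; nearly all actives have a fitted effect of over 50% in size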
#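 CHO cells stably expressing M1 receptor (2000/well) were cultured 16–30 h, then exposed to compounds with a small lithium addition for 30 min at 37C. IP1 was measured by TR-FRET competition; AC50 from Hill fits.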
# CBFb RUNX1 block – blocks binding between human CBF-beta and RUNX1; 230,000 tested, under 10 active; Q01196+Q13951; AlphaScreen CBFb-His/RUNX1-biotin binding, biochemical; Potency, µM (series often up to 59.8 µM), for inactives: top-dose activity, negative = inhibition, actives largely listed as inhibitors; further: % of control where 0% means no effect
#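 Inhibition was taken as any reduction in AlphaScreen signal from the CBF-beta–RUNX1 pair (His and biotin tags, 30 nM each), measured after compound (15 min) and bead (90 min) incubations at room temperature.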
# HTT aggregate – mutant huntingtin aggregation inhibition. PC12 HttQ103-GFP aggregates, Acumen cytometry, 40 h. Potency, µM (series often up to 46.1 µM), inactives show at the top dose activity change, negative = inhibition, usual class: inhibitors. 220,000 compounds, 1.1% hits. AID 1688; further: potency means the concentration at half of the fitted maximal effect; on the % scale 0 is the no-effect control and ±100 the full control effect; nearly all actives have a fitted effect of over 60% in size
#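 Read-out: GFP aggregate count by laser scanning cytometer (488 nm excitation, 500-530 nm emission, 1–25 µm objects >6 SD above background). Cells: PC12, inducible HTTex1-Q103-GFP, 100 nM tebufenozide; compounds titrated.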
# Lamin A splicing – changes lamin A minigene splicing in HeLa cells. 200,000 compounds, 0.01% hits. HeLa LMNA splicing GFP/RFP minigene ratio, 48 h. Potency, µM (titrated, usually from 46.1 µM), for inactives: at the top dose ratio change, negative = inhibition, usual class: inhibitors; active means well fitted inhibition curve with a large enough effect in the signal ratio, with a control signal flat, not every such curve was filed as active; inconclusive means small, poorly fitted or top-dose-only effect, or effect the other way, or a change in a side signal; the % refers to the signal ratio; further: potency means the concentration at half of the fitted maximal effect; on the % scale 0 is the no-effect control and ±100 the full control effect
#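 S3 HeLa stable clones carrying a lamin A-EGFP splicing minigene plus DsRed2 were seeded at 600 cells/well in Opti-MEM with 2% FBS, pin-dosed and incubated 48 h at 37°C. Acumen cytometry (488 nm) gave the GFP/RFP total-intensity ratio.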
# * hit, by the source's call; ? = inconclusive; . = no result given; [ ] = dose if it differs, or a comment. Unless noted, the call rests on the fitted dose curve; in most records, active means well fitted curve in the direction sought with a large enough effect; inconclusive means small, poorly fitted or top-dose-only effect, or another doubt; inactive means no such curve, though single readings can be large; an effect the other way counts as inactive or inconclusive. Not all compounds are listed. The share of hits here may be higher or lower than overall.
# Preview (15 entries):
# Results follow in this order: HTT aggregate, Lamin A splicing, NPSR antagonist, Epigenetic derep, IMPase Li cell, Luc counter, CBFb RUNX1 block
- O=C(c1noc2c1CCCCC2)N1CCOCC1
→ 10%, -3%, 3%[46.1 µM], 0.3%, 10%[38.3 µM], 2%, 0%
- CC(C)NC(=O)COc1ccc(OCc2ccccc2)cc1
→ 6%, -32%[46 µM], -2%, 1.3%, 9%, 2%, 11%
- COc1ccccc1C(=O)Nn1cnc2ccccc2c1=O
→ 3%, 10%[0.0737 µM], 10%[46.1 µM], -0.2%, -5%[38.3 µM], 2%, 0%
- Cc1ccc2nc(Cl)c(C3CC(c4ccco4)=NN3C(=O)CCCC(=O)O)cc2c1 (stereo not drawn)
→ 0%[9.22 µM], ., -9%, 0.0%, ., ., 6%
- C/C(=N\NC(=O)c1cccnc1)c1ccc(OC2OCCOC2Oc2ccc(/C(C)=N/NC(=O)c3cccnc3)cc2)cc1 (stereo not drawn)
→ 24%, -1%[46 µM], 10%, -3.2%, -4%, 5%, 7%
- O=C(CCNC(=O)OCc1ccccc1)NC1CCCCCC1
→ 14%, -11%, 23%, 2.0%, 2%, 5%, 2%
- NNc1nnnc2c1sc1nc(N3CCOCC3)c3c(c12)CCCC3
→ 7%[9.22 µM], ., 7%, -1.2%, ., ., -13%
- COC(=O)c1ccc(OC)c(OC)c1Cl
→ 13%[9.22 µM], ., -14%, 0.1%, ., ., 1%
- Nc1nc(SCC(=O)c2cccc([N+](=O)[O-])c2)n[nH]1
→ 18%, -17%, -40%, -3.2%, 7%, -2%, ?
- COc1ccc(CN(C(=O)COc2ccccc2)c2ccccc2C(=O)O)cc1
→ 21%[9.22 µM], ., -5%, -1.0%, ., ., 3%
- COc1cnc(N(C)C)nc1Sc1cccc(Cl)c1
→ -11%[9.22 µM], 16%, -22%[46.1 µM], -4.6%, 12%[38.3 µM], 5%, ?
- Cc1ccc(C)c(N2CCN(S(=O)(=O)c3ccc4c(c3)OCCO4)CC2)c1
→ ?, ?, -23%[46.1 µM], 0.0%, -1%, 0%, 16%
- Cc1ccc(-c2csc(NC(=O)CCCc3cccs3)n2)cc1
→ -9%, -10%, 3%[46.1 µM], 0.1%, ., ., -3%
- COc1ccc(-n2cnnc2SCC(=O)Nc2ccc(N3CCOCC3)cc2)cc1
→ 27%, 0%, -8%[46.1 µM], -1.1%, -9%[38.3 µM], -3%, 3%
- CCOC(=O)COc1nc(-c2ccc(C)cc2)cc(-c2ccco2)c1C#N
→ -9%[9.22 µM], ., -5%, 1.1%, ., ., 3%

# The whole of this part, from the start:
# Results follow in this order: HTT aggregate, Lamin A splicing, NPSR antagonist, Epigenetic derep, IMPase Li cell, Luc counter, CBFb RUNX1 block
- O=C(c1noc2c1CCCCC2)N1CCOCC1
→ 10%, -3%, 3%[46.1 µM], 0.3%, 10%[38.3 µM], 2%, 0%
- CC(C)NC(=O)COc1ccc(OCc2ccccc2)cc1
→ 6%, -32%[46 µM], -2%, 1.3%, 9%, 2%, 11%
- COc1ccccc1C(=O)Nn1cnc2ccccc2c1=O
→ 3%, 10%[0.0737 µM], 10%[46.1 µM], -0.2%, -5%[38.3 µM], 2%, 0%
- Cc1ccc2nc(Cl)c(C3CC(c4ccco4)=NN3C(=O)CCCC(=O)O)cc2c1 (stereo not drawn)
→ 0%[9.22 µM], ., -9%, 0.0%, ., ., 6%
- C/C(=N\NC(=O)c1cccnc1)c1ccc(OC2OCCOC2Oc2ccc(/C(C)=N/NC(=O)c3cccnc3)cc2)cc1 (stereo not drawn)
→ 24%, -1%[46 µM], 10%, -3.2%, -4%, 5%, 7%
- O=C(CCNC(=O)OCc1ccccc1)NC1CCCCCC1
→ 14%, -11%, 23%, 2.0%, 2%, 5%, 2%
- NNc1nnnc2c1sc1nc(N3CCOCC3)c3c(c12)CCCC3
→ 7%[9.22 µM], ., 7%, -1.2%, ., ., -13%
- COC(=O)c1ccc(OC)c(OC)c1Cl
→ 13%[9.22 µM], ., -14%, 0.1%, ., ., 1%
- Nc1nc(SCC(=O)c2cccc([N+](=O)[O-])c2)n[nH]1
→ 18%, -17%, -40%, -3.2%, 7%, -2%, ?
- COc1ccc(CN(C(=O)COc2ccccc2)c2ccccc2C(=O)O)cc1
→ 21%[9.22 µM], ., -5%, -1.0%, ., ., 3%
- COc1cnc(N(C)C)nc1Sc1cccc(Cl)c1
→ -11%[9.22 µM], 16%, -22%[46.1 µM], -4.6%, 12%[38.3 µM], 5%, ?
- Cc1ccc(C)c(N2CCN(S(=O)(=O)c3ccc4c(c3)OCCO4)CC2)c1
→ ?, ?, -23%[46.1 µM], 0.0%, -1%, 0%, 16%
- Cc1ccc(-c2csc(NC(=O)CCCc3cccs3)n2)cc1
→ -9%, -10%, 3%[46.1 µM], 0.1%, ., ., -3%
- COc1ccc(-n2cnnc2SCC(=O)Nc2ccc(N3CCOCC3)cc2)cc1
→ 27%, 0%, -8%[46.1 µM], -1.1%, -9%[38.3 µM], -3%, 3%
- CCOC(=O)COc1nc(-c2ccc(C)cc2)cc(-c2ccco2)c1C#N
→ -9%[9.22 µM], ., -5%, 1.1%, ., ., 3%
- O=C(Cn1nnc(-c2ccccc2NC(=O)c2ccccc2)n1)Nc1ccc2c(c1)OCCO2
→ -4%, -27%, -1%[46.1 µM], ?, 0%[38.3 µM], -1%, -3%
- O=C(c1ccco1)c1n[nH]nc1-c1ccccc1
→ 5%, 15%, -3%[46.1 µM], 0.0%, 21%[38.3 µM], 0%, 5%
- CN1CCN(C(=O)C2(NC(=O)Nc3ccccc3Cl)CCCCC2)CC1
→ -14%, -10%, 11%[46.1 µM], 0.0%, -1%, 0%, 9%
- O=C(COC(=O)c1nc(Cl)ccc1Cl)NCc1ccccc1
→ -1%, ., 1%, 0.9%, 8%, -2%, -1%
- CCCCn1nnnc1SCC(=O)Nc1ccc2c(c1)OCCO2
→ 0%, -5%, 8%[7.67 µM], 0.9%, -1%[38.3 µM], -1%, 7%

# Later entries:
# Results follow in this order: HTT aggregate, Lamin A splicing, NPSR antagonist, Epigenetic derep, IMPase Li cell, Luc counter, CBFb RUNX1 block
- O=C(CNC(=O)c1ccccc1)NCc1ccc(Cl)cc1
→ 2%, -4%[46 µM], 0%, 0.1%, 2%, 2%, 3%
- Cc1cccc(C)c1Nc1nnc(SCC(=O)Nc2ncc(C(F)(F)F)cc2Cl)s1
→ -8%, 8%, -18%, -1.0%, -6%, 2%, 0%
- CCOC(=O)N1CCN(C(=O)CN(c2ccc(OCC)cc2)S(C)(=O)=O)CC1
→ 0%, 0%, -3%[46.1 µM], -1.0%, 26%[38.3 µM], -4%, 2%
- CCOC(=O)CN(C)S(=O)(=O)c1ccc(-c2cc(C(=O)OC)sc2C(F)(F)F)cc1
→ 5%[9.22 µM], ., 33%, 2.7%, ., ., 20%
- CCn1c(NC(C)=O)nc2ccccc21
→ -26%, 7%, -1%[46.1 µM], 0.0%, 7%, 1%, 8%
- O=C(NC1=NCCS1)c1csc2ccccc12
→ ?, -6%, 8%[46.1 µM], 2.9%, -8%[38.3 µM], -17%, -3%
- Nc1c(C(=O)Nc2ccccc2F)sc2nc(-c3cccnc3)ccc12
→ -28%[9.22 µM], ., -10%, 8.4%, ., ., 11%
- N#CCSc1nc2ccccc2c(=O)n1CC1CCCC1
→ 11%[9.22 µM], 0%[46 µM], 39%, -1.1%, 10%, -2%, 5%
- Cc1cc2nc3c(nc2cc1C)C(O)=C3O
→ 1%[9.22 µM], ., 15%, 1.1%, ., ., 1%
- CCCc1cc(C(=O)Nc2nccs2)cs1
→ -2%, ?, -13%[46.1 µM], 0.0%, 14%[38.3 µM], -15%, -3%
- CCOc1ccc(OCCCCN(C)C)cc1
→ -3%, 7%, -3%[46.1 µM], -0.9%, -2%[38.3 µM], -2%, 3%
- COc1ccc(OC)c(C(=O)NC(CC(N)=O)c2ccc(NCCN3CCOCC3)c([N+](=O)[O-])c2)c1 (stereo not drawn)
→ 12%[9.22 µM], ., -5%, 2.9%, ., ., -3%
- CCOc1cccc(C2NC(=S)NC(C)=C2C(=O)Nc2ccccc2)c1 (stereo not drawn)
→ -13%, -25%, 8%, 3.2%, 6%, 0%, 0%
- O=C(Nc1ccccc1)N(CCN1CCOCC1)Cc1cccc(Cl)c1
→ 9%, 1%, -9%[46.1 µM], -0.8%, ., ., 4%
- COc1ccc(-c2nc[nH]c2[N+](=O)[O-])cc1
→ 10%, -28%[46 µM], 11%, -1.4%, -9%, 6%, 1%
- O=c1cc(N2CCCCC2)c(-c2ccccc2)n[nH]1
→ 2%, 20%[46 µM], 21%, 4.0%, -2%, -2%, -3%
